Screens from PubChem BioAssay.
HEK293 NFkB inh: lowers PMA/ionomycin-induced NF-kB signal in HEK293 cells; HEK-293 NF-kB luciferase reporter, luminescence; inhibition, % at 3 µM; actives 0.21% (n = 62,000);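 active means inhibition above the mean of all tested compounds plus 3 SD, cut at about 40% in these data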;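 further: 0% = stimulated DMSO wells and 100% = 10 µM reference inhibitor 5653914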
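Signal: luciferase luminescence; Material: HEK-293 cells with stable firefly luciferase reporter driven by four HIV NF-kB elements; Probe or stimulus: PMA with ionomycin; Replication: tested once; Times: 1 h compound pretreatment, then 16 h stimulation at 37 °C, 5% CO2; Benchmarks: DMSO and 10 µM reference inhibitor; Evaluation: per-plate % inhibition versus controls.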
Fluor 339 460: intrinsic fluorescence of library compounds, ex339/em460 – biochemical, MLSMR library, data from DPM-DC assay, artefact control, profiling panel. compound autofluorescence, ex339/em460 nm, NADH buffer; stronger effect = higher value; 1 = no-compound wells, NADH background. fluorescence fold increase at 10 µM. actives 5.5% (n = 65,000). AID 709;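 active means at 10 µM, mean starting fluorescence two-fold or more over control wells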;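 further: signal is the first read of a kinetic run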
A340 absorber: absorbance at 340 nm. compound absorbance at 340 nm, fold over control. fold change at 10 µM. 65,000 tested, under 10 active. AID 708;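 active means at 10 µM dose, initial 340 nm absorbance at least 2 fold that of control wells; inactive means change under 2 fold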;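 further: initial absorbance extrapolated from kinetic A340 decline of NADH oxidation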
JNK3 blocker: JNK3 (human) kinase inhibition. P53779. purified JNK3 kinase activity, HTS. inhibition, % at 8 µM. actives 0.61% (n = 60,000). AID 746; in the data active means inhibition above about 17%;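 further: 0% = DMSO and 100% = reference inhibitor; many of its hits are not listed in these tables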
PKA inh: PKA (human) kinase inhibition; P17612; PKA Kemptide phosphorylation, Kinase-Glo ATP luminescence; inhibition, % at 6 µM; actives 0.1% (n = 65,000);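 active means inhibition above the screen-wide mean inhibition plus 3 SD, cut at about 21% in these data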; further: many of its hits are not listed in these tables
NADH coupling: inhibitors of enzymes used to reach an NAD/NADH endpoint; coupled PK/LDH NADH assays, four targets; IC50, µM (doses to about 10 µM), for the others: at the top dose inhibition; actives 0.02% (n = 65,000); AID 774;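 active means single-dose screening hits from any of four coupled enzyme assays that gave an IC50 when retested across doses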;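 further: the DPM-DC format reads NADH fluorescence rather than 340 nm absorbance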
tolC growth inh: E. coli tolC mutant growth inhibition; E. coli BW25113 tolC mutant growth, OD615; growth inhibition, % at 10 µM (by protocol); actives 2.2% (n = 65,000); AID 573;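 active means growth inhibition at or above a cutoff equal to the mean over every tested compound plus 3 SD, cut at about 60% in these data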;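 further: growth measured after 20 h incubation at 37 °C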
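Signal: optical density read at 615 nm; Assay system: E. coli ΔtolC::kan strain BW25113; Times: 20 h incubation with compound, 37 °C; Dosing: 10 µM final, single dose.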
ROCK2 blocker: ROCK2 (human) kinase inhibition; purified ROCK2, Kinase-Glo ATP depletion luminescence; inhibition, % at 6 µM; actives 0.35% (n = 60,000); AID 604;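 active means inhibition above the screen-wide mean inhibition plus 3 SD, cut at about 18% in these data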;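 further: plate controls were DMSO wells for no effect and Y-27632 control wells after no-enzyme background subtraction for full effect; many of its hits are not listed in these tables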
MMP13 inh: inhibitors of human MMP13; actives 0.07% (n = 65,000); P45452; MMP-13 fTHP FRET cleavage, Mca fluorescence; inhibition, % at 4 µM; AID 570;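 active means inhibition above the mean of compound-free control plate wells plus 3 SD, cut at about 14% in these data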;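 further: 0% = DMSO wells and 100% = wells with reference MMP-13 inhibitor after basal subtraction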
Starred values were filed as active, the others as inactive; i = inactive; · = no result given; [ ] = another dose, or the depositor's remark.

SMILES	HEK293 NFkB inh	Fluor 339 460	A340 absorber	JNK3 blocker	PKA inh	NADH coupling	tolC growth inh	ROCK2 blocker	MMP13 inh
Cc1cc(C)cc(N(CC(=O)N2CCc3ccccc32)S(=O)(=O)c2c(C)noc2C)c1	10	1.1	0.99	-5	7	0%	0	5	3
CCCN1Cc2cccc(C(N)=O)c2C1=O	14	1.2	1	-14	-3	5%	-10	-4	3
Cc1cc(C(=O)NCc2ccccc2Br)no1	-4	1.1	1	0	1	2%	4	1	1
O=C1Nc2ccccc2C(O)(C(=O)N2CCCCC2)N1c1ccccc1 (stereo unspecified)	16	1.1	1	-5	-3	6%	0	1	-2
CN(C(=O)c1cnc(N2CCN(c3ncccn3)CC2)c2ccccc12)c1ccc(Cl)cc1	5	1.2	1.1	4	3	0%	19	2	-1
COc1ccc(OC)c(CCNC(=O)CN2C(=O)CC(C)(C)S(=O)(=O)c3ccccc32)c1	1	1	1.1	13	1	5%	7	-8	-1
CC1(C)NC(=O)N(CC(O)CN2CCOCC2)C1=O (stereo unspecified)	22	1.1	1	-1	8	5%	-26	4	-2
O=C(O)c1cnn2c1NC(c1ccc(F)cc1)CC2C(F)(F)F (stereo unspecified)	5	1	1	-4	10	2%	4	5	2
Cc1oc(-c2ccc(Cl)cc2)nc1CS(=O)CC(=O)NCCCN(C)C1CCCCC1 (stereo unspecified)	0	1.2	0.99	-4	9	1%	-3	3	-1
NC(=O)Cn1cnc(-c2ccccc2)c1	0	1	1	-4	10	3%	-27	3	4
CCOC(=O)Cn1c(=O)n(Cc2ccco2)c(=O)c2ccc(C(=O)NCCc3ccccc3)cc21	7	1.1	0.99	3	-2	4%	41	-1	1
Cn1cc(Cl)nc1C(O)c1ccccc1 (stereo unspecified)	·	1.1	1	1	1	4%	7	2	-1
CC1(C)CC(=O)C2=C(C1)Oc1ncn(CCCO)c(=N)c1C2c1ccccc1 (stereo unspecified)	10	1.2	1	-4	12	1%	-2	4	4
COc1ccc(C2C(C(=O)c3cc4cccc(OC)c4o3)=C(O)C(=O)N2CCCN(C)C)cc1OC (stereo unspecified)	4	1.1	1.1	5	8	9%	-24	2	-7
CC1CC(C)CN(S(=O)(=O)c2ccc3c(c2)oc(=O)n3CC(=O)N2CCOCC2)C1 (stereo unspecified)	1	1.1	1	-2	-4	3%	-5	-2	6
Nc1ccc(C(=O)Nc2nc3ccccc3s2)cc1	·	1.4	1.1	·	·	2%	-6	·	·
O=C(c1cccc(F)c1)N1CCN(C(=O)c2nn3cccnc3c2Cl)CC1	14	1.2	1.1	-3	11	1%	-6	7	4
Cc1cc(C)cc(N(CC(=O)N2CCn3c2nc2ccccc23)S(=O)(=O)c2c(C)noc2C)c1	8	1.1	1	2	5	2%	15	2	4
COc1ccc(-c2noc(CSc3nc4ccccc4c(=O)n3-c3ccccc3)n2)cc1	28	1.1	1	2	8	4%	14	4	1
Cc1noc(C)c1CSc1nnc(-c2ccccc2)n1Cc1ccco1	21	0.88	1	0	5	7%	3	4	0
Cc1cc(C)c(C#N)c(SCC(O)CS(=O)(=O)Cc2ccccc2)n1 (stereo unspecified)	13	1.1	1	-1	6	2%	15	5	-5
CC(Sc1nnc(C2CCCCC2)n1N)C(=O)NCc1ccc2c(c1)OCO2 (stereo unspecified)	-2	1	1	2	15	4%	1	12	3
O=C(NCc1ccco1)c1ccc2c(=O)n(CC3CCCO3)c(=S)[nH]c2c1 (stereo unspecified)	6	1	1	7	3	2%	17	1	2
COc1ccc(O)c(-c2c(-c3ccc(Cl)cc3)n[nH]c2C)c1	17	1.1	1	5	10	7%	52	0	3
CC(=O)COc1ccc2c3c(c(=O)oc2c1)CCCC3	6	3.9*	1	-1	9	4%[fluoresces]	11	3	-101[fluorescence artefact?]

(cont.)
SMILES	HEK293 NFkB inh	Fluor 339 460	A340 absorber	JNK3 blocker	PKA inh	NADH coupling	tolC growth inh	ROCK2 blocker	MMP13 inh
Cc1ccc(N2CCN(C(=O)CNS(=O)(=O)c3ccc(Br)s3)CC2C)cc1 (stereo unspecified)	14	1.1	1	3	10	4%	24	4	1
Cc1ccc(C)c(OCC(O)CN2CCCCC2C)c1 (stereo unspecified)	3	1.1	1.1	0	7	2%	-12	6	-1
CCCS(=O)(=O)N1CCCC(C(=O)N2CCC(Cc3ccccc3)CC2)C1 (stereo unspecified)	8	1	0.99	-2	7	1%	-9	4	-1
O=C(COC(=O)c1ccco1)Nc1ccc(Br)cc1	8	1.1	1	·	8	7%	7	·	4
c1cn2cc(CN3CCOCC3)nc2s1	23	1.1	1	-1	4	7%	-14	-2	6
CCCC(C)n1[nH]c(=O)cc1N (stereo unspecified)	·	1.1	1	9	1	2%	2	2	1
COCCn1c(SCC(=O)c2ccc3c(c2)OCCO3)nnc1C(C)C	-2	1.1	1	3	7	7%	2	9	3
C=CCOC(=O)c1[nH]c2c(c1C)C(=O)CC(c1cc(OC)c(OC)c(OC)c1)C2 (stereo unspecified)	17	0.96	1	-3	5	7%	4	-2	4
CCOC(=O)N1CCC(NC(=O)c2cc3c(=O)n(C)c4ccccc4c3n2C)CC1	16	1.3	0.99	1	5	4%	12	5	-12
CC(=O)Nc1ccc(S(=O)(=O)NCc2csc(-c3cccnc3)n2)cc1	-1	1	0.98	-8	5	2%	-20	3	3
Cc1nn(-c2ccccc2)c2sc(C(=O)c3c(N)n(C)c(=O)n(C)c3=O)cc12	11	1.1	1.1	-8	7	1%	2	7	-12
Cc1nc2sc(C(c3ccco3)N3CCN(C(c4ccccc4)c4ccccc4)CC3)c(O)n2n1 (stereo unspecified)	28	1.1	1.1	0	0	5%	21	3	1
CCN1CCCC1CNC(=O)Cn1cccc1C(=O)c1ccccc1C (stereo unspecified)	5	1.1	1	2	8	7%	-9	4	-5
O=C(COc1ccc(Cl)cc1Cl)Nc1nc2n(n1)C(c1ccccc1)CC(=O)N2 (stereo unspecified)	0	1.1	1	1	5	7%	5	3	0
COc1ccc(F)c(C2C(C#N)=C(N)Oc3n[nH]c(C(C)(C)C)c32)c1 (stereo unspecified)	5	1	0.97	8	6	6%	28	3	0
COc1cccc(C(=O)CN2CCC(NC(=O)NC3CCCCC3)CC2)c1	10	1	0.97	1	12	4%	-1	5	6
COc1ccccc1-c1nnc(SCC(=O)Nc2c(Cl)cccc2Cl)o1	13	0.93	0.98	-7	-3	9%	-1	4	9
CCCn1nnc(NC(=O)COc2cc(C)ccc2C(C)C)n1	2	1.1	1	-1	-8	2%	21	-3	1
CCOc1ccccc1C(=O)NCC(=O)OCC(=O)NCCc1ccc(S(N)(=O)=O)cc1	4	1.1	1	·	5	4%	-20	·	-2
COc1ccccc1OCCCCNCCO	16	1	0.95	-5	6	2%	-15	6	3
O=C(OCc1nnc(-c2ccccc2)o1)c1ccc2c(c1)OCO2	2	1.1	1	1	-4	1%	17	-3	2
CCOc1ccc(N=C(NC#N)SC)cc1	0	1.1	1	1	8	6%	-25	5	0
Cc1ccc(-c2nnc(N3CCN(C(=O)CSc4ncn[nH]4)CC3)c3ccccc23)cc1	19	1.1	1.1	-1	-1	4%	10	-4	0
CN1C(=S)SC(N(O)C(=O)Nc2ccccc2)C1(C)C (stereo unspecified)	·	1.1	0.98	3	5	1%	8	6	-2
CC1CC(C)CN(CCCNC(=O)C2CCN(S(=O)(=O)N3CCCCC3)CC2)C1 (stereo unspecified)	17	1.1	1.1	-10	3	0%	8	0	-12

Brought forward from above: 2 entries, then new ones.
SMILES	HEK293 NFkB inh	Fluor 339 460	A340 absorber	JNK3 blocker	PKA inh	NADH coupling	tolC growth inh	ROCK2 blocker	MMP13 inh
CN1C(=S)SC(N(O)C(=O)Nc2ccccc2)C1(C)C (stereo unspecified)	·	1.1	0.98	3	5	1%	8	6	-2
CC1CC(C)CN(CCCNC(=O)C2CCN(S(=O)(=O)N3CCCCC3)CC2)C1 (stereo unspecified)	17	1.1	1.1	-10	3	0%	8	0	-12
Cc1cc(C(=O)CSc2n[nH]c(N)n2)c(C)n1-c1cc(F)ccc1F	5	1.1	1	4	-6	3%	17	0	2
Cc1cc(C(=O)COC(=O)c2ccc3c(c2)OCO3)c(C)n1Cc1cccs1	0	1.1	1	3	4	7%	31	5	1
CC(O)[C@H](NC(=O)C1(c2ccccc2)CCN(C(=O)OC(C)(C)C)CC1)C(=O)O (stereo partly specified)	10	0.96	1	-2	8	8%	-5	4	8
COC(=O)c1ccc(O)c(Sc2cc(C(=O)OC)ccc2O)c1	12	1.1	1.1	-12	-2	9%	87*	-2	0
C(=N\c1nccs1)/c1c[nH]c2ccccc12	·	1.1	1.1	·	·	3%	2	·	·
CN1CCN(CC(=O)N2c3ccccc3C(=O)Nc3cccnc32)CC1	·	0.99	0.97	-2	-8	3%	13	-14	-7
C=CCc1cc(C)cc(C)c1OCCn1cncn1	10	1.1	1	3	11	5%	5	5	-2
Cc1cc(-n2c(C)cc(C(=O)CSc3nnnn3-c3ccccc3)c2C)no1	15	1.1	1	-4	9	6%	47	2	10
COCCn1c(-c2ccco2)nc2nc3ccccc3nc21	15	3*	1	-2	2	4%[fluoresces]	1	0	i[fluorescence artefact?]
COC(=O)C1C2C=CC3(CN(Cc4ccco4)C(=O)C13)O2 (stereo unspecified)	6	1.1	1.1	3	7	7%	-9	2	0
O=C(NCCNC(=O)c1ccco1)c1cccc(F)c1	15	1.1	1	5	1	1%	-8	-1	0
COc1cc(NC(=O)C(C)C)ccc1NC(=O)c1ccco1	-23	1.1	1.1	-13	-1	3%	-8	-2	4
CCOC(=O)c1c(C)[nH]c(C(=O)CN2C(=O)NC(CC)(c3ccccc3)C2=O)c1C (stereo unspecified)	10	1.1	1	-3	5	4%	35	4	2
Cc1cc(C)nc(NC(=NCCc2c[nH]c3ccccc23)NC(=O)c2ccco2)n1	11	0.99	1	2	5	7%	22	5	-4
CC(C)n1c(NCc2cccs2)nc2ccccc21	8	1.1	1	1	8	4%	-15	6	-2
Cc1ccc(-c2noc(COc3ccccc3C)n2)cc1	19	1	0.99	2	7	3%	30	3	8
O=C(NCCN1CCCCC1)c1c(O)c2ccccc2[nH]c1=O	0	1.1	1.1	-6	3	5%	-14	-2	6
Cc1ccc(S(=O)(=O)O)c(C)c1N1CCCC1=O	5	1	1	4	6	2%	-12	6	-2
COc1ccc(S(=O)(=O)Nc2cc(C)cc(C)n2)c2ccccc12	15	1.2	1	3	12	3%	4	12	-1
O=C(NCCCn1ccnc1)c1cn(Cc2ccc(F)cc2)nn1	-6	1	0.96	1	3	7%	-24	2	-4
N#Cc1nc(COc2ccccc2Cl)oc1N1CCCCCC1	25	1	0.97	6	-16	1%	10	-5	6
Cc1cccc(-n2c(SCc3cc(=O)n4ccsc4n3)nc3ccccc32)c1	16	1.1	1	-7	-3	1%	15	2	1
CCOC(=O)Nc1ccc(C(=O)NCC2CCCO2)cc1 (stereo unspecified)	2	1	1	2	1	6%	-21	1	-2
COc1ccccc1-n1cnc2cc(NS(=O)(=O)c3ccccc3)ccc21	7	1	0.99	4	2	2%	32	2	0

Looked up above.
PKA inh with Cc1cccc(-n2c(SCc3cc(=O)n4ccsc4n3)nc3ccccc32)c1 = -3
MMP13 inh with O=C(NCCCn1ccnc1)c1cn(Cc2ccc(F)cc2)nn1 = -4
JNK3 blocker with CC(O)[C@H](NC(=O)C1(c2ccccc2)CCN(C(=O)OC(C)(C)C)CC1)C(=O)O (stereo partly specified) = -2
PKA inh with CC(C)n1c(NCc2cccs2)nc2ccccc21 = 8
tolC growth inh with CCOC(=O)Nc1ccc(C(=O)NCC2CCCO2)cc1 (stereo unspecified) = -21

The list is partial (hit frequency here may not be typical).
